NCI-60 one-dose screen, 48 h, at 10 µM unless noted. Numbers give growth in % (100 = growth as untreated, 0 = no growth, -100 = all killed).
SK-MEL-2: SK-MEL-2 melanoma. 4.7% of 77,000 active
A549/ATCC: A549/ATCC NSCLC; 3.7% of 81,000 active
UACC-62: UACC-62 melanoma | 5.4% of 81,000 active
UACC-257: UACC-257 melanoma; 4.4% of 78,000 active
MDA-MB-435: MDA-MB-435 melanoma; 7.8% of 82,000 active; AID 1794794
SK-MEL-28: SK-MEL-28 melanoma; 4.1% of 81,000 active; AID 1794761
M14: M14 melanoma. 6.2% of 80,000 active. AID 1794745
SK-MEL-5: SK-MEL-5 melanoma | 6.4% of 80,000 active
* = called active by the depositor; x = not tested or not shown; & = joins results of further samples. How the source made its calls: active means growth percent below 10; inactive means the rest.

Under each structure: SK-MEL-2	A549/ATCC	UACC-62	UACC-257	MDA-MB-435	SK-MEL-28	M14	SK-MEL-5
> CN(C)c1ccc(-c2cc(-c3ccc(Nc4nc(Nc5ccc(Cl)cc5)nc(Nc5ccc(Cl)cc5)n4)cc3)nc(N)c2C#N)cc1
    68	72	91	99	84	89	71	67
> O=c1c2cc(Cl)ccc2oc2oc3cc(O)c(O)cc3c12
    97	96	93	99	112	112	97	98
> CN1CCN(Cc2ccc(NC(=O)c3cncc(C#Cc4c(N)ncc5ccc(F)cc45)c3)cc2C(F)(F)F)CC1
    -33*	26	23	-56*	-80*	-85*	-74*	-93*
> CCCCCCCCCCCCNC(=S)N/N=C/c1ccc(OCC)c(OCC)c1
    113	98	95	95	103	99	108	101
> COc1cccc(-c2nn(-c3ccccc3)cc2-c2ccnc(NCCCNC(=O)c3ccccc3)c2)c1
    64	31	34	41	5.4*	68	33	5.4*
> O=[N+]([O-])c1ccc(N(Cc2ccccc2)Cc2ccccc2)c([N+](=O)[O-])c1
    x	86	63	96	94	108	99	96
> Nc1ccc(C(=O)O)cc1
    106	97	97	97	103	119	105	102
> CNC(=O)c1cc(-n2ccc3cc(NC(=O)Nc4cccc(C(F)(F)F)c4)ccc32)ccn1
    100	47	62	79	64	81	61	22
> C/C(=C(/c1ccccc1)c1ccc(OCC(O)CNCCN2CCOCC2)cc1)c1ccccc1 (stereo not given)
    95	71	63	-28*	-64*	-86*	93	29
> Cn1c(C#N)ccc1-c1cccc(N2C(=O)NC(C)(C)C2=O)c1
    98	108	98	118	108	103	100	123
> COc1cccc(-c2c(C#N)c(-c3cccs3)nc3c2c(-c2ccccc2)nn3-c2ccccc2)c1
    99	107	89	110	98	109	110	102
> Cc1ccc[nH]c1=O
    95	103	102	100	112	95	x	104
> Cc1ccc(CCCC(=O)O)c(C)c1
    91	x	102	x	100	98	107	102
> O=C(O)c1cccc2cccnc12
    113	98	102	97	110	111	113	101
> Oc1ccc(-c2nnc(CNc3ccc(F)c(Cl)c3)o2)cc1
    95	99	102	100	109	109	101	105

2 entries from above, as tab-separated lines:
smiles	SK-MEL-2	A549/ATCC	UACC-62	UACC-257	MDA-MB-435	SK-MEL-28	M14	SK-MEL-5
CNC(=O)c1cc(-n2ccc3cc(NC(=O)Nc4cccc(C(F)(F)F)c4)ccc32)ccn1	100	47	62	79	64	81	61	22
Cc1ccc(CCCC(=O)O)c(C)c1	91	x	102	x	100	98	107	102

(more compounds)
Under each structure: SK-MEL-2	A549/ATCC	UACC-62	UACC-257	MDA-MB-435	SK-MEL-28	M14	SK-MEL-5
> CCC1=C(NCc2ccccc2)COC1=O
    89	89	95	80	107	53	112	103
> C/C=C/C1OCC(C)([N+](=O)[O-])CO1 (stereo not given)
    110	99	105	108	103	106	104	92
> CC1=Nc2cnc(Nc3ccc(N4CCOCC4)cc3)nc2Nc2ccccc21
    97	96	84	100	93	111	94	91
> COc1ccc(-c2[nH]nc3c2C(c2cn[nH]c2-c2ccc(F)cc2)C(C#N)=C(N)O3)cc1OC (stereo not given)
    104	97	104	101	103	112	102	106
> Cc1ccc(NC(=O)[C@@H]2CC[C@H](CN3CCN(C)CC3)C2)cc1Nc1nccc(-c2cccnc2)n1
    105	115	113	122	99	99	109	x
> S=c1nn[nH]n1C1CCCCC1
    129	106	113	98	102	117	100	105
> O=C(O)c1cccc2c1-c1ccc([N+](=O)[O-])cc1C2=O
    129	103	106	110	110	108	104	107
> CSc1nc2ncnc(SC)c2[nH]1
    99	62	110	x	100	107	98	106
> Cc1ccc(/C=N/NC(=O)Cn2c(C(C)C)nc3ccccc32)o1
    94	103	95	87	108	105	101	102
> CC1(C)CC[C@]23CC[C@]4(C)[C@H](CC[C@@H]5[C@@]6(C)C=C(N7CCOCC7)C(=O)C(C)(C)[C@@H]6CC[C@]54C)[C@H]2[C@H]1OC3
    99	91	73	98	81	96	92	99
> CN1C(=O)/C(=C2/C(=O)N(C)c3ncccc32)c2cccnc21
    83	101	103	102	101	106	93	102
> Nc1c(-c2nc3ccccc3c(=O)[nH]2)nnn1-c1ccc(Cl)cc1
    96	41	99	85	83	81	x	93
> NCCCNCCCCNC(=O)C(O)NC(=O)CCCCCCN=C(N)N (stereo not given)
    98	88	98	93	100	x	111	87
> C/C(=C(\c1ccc(O)cc1)c1ccc(OCCN2CCCCCC2)cc1)c1ccc(Cl)cc1
    -92*	-72*	-85*	-82*	-74*	-84*	-86*	-96*
> CC(=O)C1=C(C)OC(N)=C(C#N)C1c1cc2ccccc2n2nnnc12 (stereo not given)
    90	95	87	94	98	96	111	94
> COc1ccc(SCCCN2CCOCC2)cc1
    104	67	106	83	106	101	98	96
> C1OC1CO[C@H]1CO[C@H]2[C@@H]1OC[C@H]2OCC1CO1 (stereo not given in full)
    106	105	106	103	108	107	104	105
> Cn1cc(-c2nn3cc(-c4cccnc4)nc3s2)c2cc(Br)ccc21
    95	71	67	106	87	79	69	82
> COc1ccc(-c2nc(N/N=C/c3ccc[nH]3)nc(N3CCOCC3)c2C#N)cc1
    98	86	93	95	95	98	107	94
> Cc1nc(Nc2ccc(NC(=S)Nc3ccccc3)cc2)nc2nc(Nc3ccc(S(=O)(=O)O)cc3)[nH]c(=O)c12
    104	111	105	136	105	125	x	117
> CC(C)(c1ccc(N)cc1)c1ccc(N)cc1
    93	99	103	102	100	96	98	106
> N#CC1(NC(=O)N(CCCl)N=O)CCCCC1
    x	89	95	84	97	102	106	98
> O=C1NC(c2ccccc2)=CC(c2ccc(Cl)cc2)N1c1ccccc1 (stereo not given)
    78	81	82	75	98	107	87	92
> NC(=O)c1ccc(Cl)c(Cl)c1
    91	101	102	91	108	109	103	100
> CCNCC[C@H](O)CNCCCCNC[C@@H](O)CCNCC
    81	82	81	98	74	77	79	106
> O=C1C(=O)c2ccccc2C(O)=C1C1CCC(c2ccc(Cl)cc2)CC1 (stereo not given)
    x	106	88	108	103	123	102	102
> O=C(CCc1nnc2sc(CCCl)nn12)c1nc2ccccc2[nH]1
    102	114	104	119	104	118	109	102
> O=C(NC(=S)Nc1cccc(Cl)c1)c1ccccc1
    101	97	91	101	103	96	104	96
> O=C(CCCCCC1CCCCC1)OC1CCCCC1
    x	95	102	98	108	109	102	103
> Clc1ccc(OCc2nc(-c3ccccc3)n[nH]2)c(Cl)c1
    103	97	96	98	98	110	106	100

A section from further up:
Under each structure: SK-MEL-2	A549/ATCC	UACC-62	UACC-257	MDA-MB-435	SK-MEL-28	M14	SK-MEL-5
> NC(=O)c1ccc(Cl)c(Cl)c1
    91	101	102	91	108	109	103	100
> CCNCC[C@H](O)CNCCCCNC[C@@H](O)CCNCC
    81	82	81	98	74	77	79	106
> O=C1C(=O)c2ccccc2C(O)=C1C1CCC(c2ccc(Cl)cc2)CC1 (stereo not given)
    x	106	88	108	103	123	102	102
> O=C(CCc1nnc2sc(CCCl)nn12)c1nc2ccccc2[nH]1
    102	114	104	119	104	118	109	102
> O=C(NC(=S)Nc1cccc(Cl)c1)c1ccccc1
    101	97	91	101	103	96	104	96
> O=C(CCCCCC1CCCCC1)OC1CCCCC1
    x	95	102	98	108	109	102	103
> Clc1ccc(OCc2nc(-c3ccccc3)n[nH]2)c(Cl)c1
    103	97	96	98	98	110	106	100

The listing continues.
Under each structure: SK-MEL-2	A549/ATCC	UACC-62	UACC-257	MDA-MB-435	SK-MEL-28	M14	SK-MEL-5
> Cc1ccc(N=Nc2c(N)nc(N)[nH]c2=O)cc1C
    100	104	109	107	95	115	97	101
> CCOC(=O)C(=Cc1cccc(Br)c1)C(=O)OCC
    32	42	44	35	24	39	33	50
> COC(=O)[C@H](Cc1ccccc1)n1cc(COC(=O)c2cccc3c(=O)c4ccccc4n(Cc4cn([C@@H](Cc5ccccc5)C(=O)OC)nn4)c23)nn1
    103	102	96	106	103	103	103	104
> CC(C)c1ccc(S(=O)(=O)n2cc(C(=O)C(=O)Nc3ccncc3)c3ccccc32)cc1
    x	77	74	112	96	124	103	84
> Cc1[nH]c(-c2nc3ccccc3[nH]2)c(C)c1C(=O)N1CCCCC1
    101	105	91	95	99	100	101	96
> Cc1ccc2c(c1)C(=O)/C(=C/c1c[nH]c3ccccc13)S2
    100	65	54	72	44	65	64	59
> N#Cc1nc(-c2ccccc2)oc1S(=O)(=O)NCC(c1ccc(Cl)cc1)N1CCCCC1 (stereo not given)
    72	89	80	88	64	96	76	74
> Nc1c(C(=O)c2ccc(Cl)cc2)sc2nc3c(cc12)CCCC3
    86	102	98	102	78	104	92	98
> CN(C(=O)C12CC3CC(CC(C3)C1)C2)c1ccc(OS(N)(=O)=O)cc1
    109	98	90	108	99	103	102	100
> COc1ccc(-n2cc(-c3ccc(OC)c(OC)c3)n(C(C)=O)c2=O)cc1
    99	101	109	94	117	120	109	54
> Oc1cc(C(Nc2ncccn2)c2cc3c(cc2O)OCO3)ccc1F (stereo not given)
    103	100	92	107	100	x	106	95
> O=C(Nc1ccc(CN2CCOCC2)c(C(F)(F)F)c1)c1nc2ccc3[nH]ncc3c2c2c1CCCC2
    103	63	79	89	97	103	92	102
> O=C1C2=C(Nc3cc(Cl)ccc3N2)OC1c1c[nH]c2ccc(COc3ccccc3)cc12 (stereo not given)
    87	74	69	80	85	94	94	81
> COCCCNc1nc(NC(=O)c2cc(Br)cc(C(F)(F)F)c2)cc(-c2cccnc2)n1
    81	82	91	91	88	99	97	71
> CC1=NN(C2=NC(=O)/C(=C/c3cn(-c4ccccc4)nc3-c3ccccc3)S2)C(c2ccc(N(C)C)cc2)C1 (stereo not given)
    100	83	88	99	101	106	106	97
> C=C1C(=O)O[C@H]2[C@H]1CC/C(COC(=O)NCc1ccccc1OC)=C\CC[C@@]1(C)O[C@@H]21
    61	72	23	x	44	48	33	93
> CC(C)(C)CC(=O)O
    102	106	115	118	109	113	98	101
> O=C(O)CCCC(=O)Nc1ccc(NC(=O)Nc2ccc(Cl)c(C(F)(F)F)c2)cc1
    91	94	102	93	108	113	108	102
> CS(=O)(=O)c1ccc(C(=O)N/N=C/c2ccccc2Cl)cc1
    104	78	98	64	106	103	92	111
> CC(C(=O)c1ccccc1)C(O)c1ccccn1 (stereo not given)
    114	94	107	99	102	111	110	105
> NC1=NN(c2ccccc2)C(=O)/C1=C\n1c(=S)[nH]c2ccccc21
    105	102	99	109	107	112	99	100
> COc1ccc(/C=C2\Oc3cc(OCCCN4CCCCC4)ccc3C2=O)cc1OC
    108	94	99	102	100	105	99	95
> Nc1cc(Cl)nc(N)n1
    x	105	87	119	94	119	151	96
> O=C(O)c1ccc(Cl)cc1Nc1ccc(F)cc1
    93	86	92	98	83	86	78	102
> Cc1ccc(-c2nc3ccccn3c2/C=C2/C(=O)Nc3ccc(Cl)cc32)cc1
    88	94	72	111	87	114	85	77
> COC(=O)c1cc(-c2ccccn2)[nH]c(=O)c1C#N
    112	101	100	98	100	104	99	102
> CCc1c(N)nc(N)nc1Nc1ccccc1Cl
    93	117	96	115	90	113	108	96
> O=C(CNc1nc(-c2cccc([N+](=O)[O-])c2)cs1)Nc1ccccc1
    111	107	96	112	104	109	x	108
> COc1cc2c3c(c1O)-c1ccccc1[C@@H]1OC(=O)N(CC2)[C@@H]31
    95	87	93	93	102	119	102	98
> COc1cc(Br)cc(C=O)c1O
    106	101	109	105	111	150	94	115
> N#CC1OC(COC(=O)c2ccccc2)C(OC(=O)c2ccccc2)C1OC(=O)c1ccccc1 (stereo not given)
    x	97	98	101	99	102	109	97
> Nc1ccc(S(=O)(=O)c2ccc(N)cc2)cc1
    113&122	99	104&99	93&103	95	102&114	98&101	108&93
> COc1ccc(C(=O)/C=C/c2ccc3ccccc3c2)cc1S(N)(=O)=O
    53	-78*	-56*	-48*	2.0*	-41*	-78*	x
> COc1ccc2[nH]cc(/C=N/Nc3ccc(Br)cn3)c2c1
    74	23	51	53	14	62	8.7*	22
> CN(C)C(=O)OC1CCCCC1
    145	112	91	114	105	112	109	107
> O=c1c2ccccc2ncn1-c1ccncc1
    108	110	92	104	106	114	94	102
> Cc1ccc(Oc2nc(NS(=O)(=O)c3ccc(C)cc3)nc(-c3ccc(C)cc3)c2C#N)cc1
    104	107	110	108	113	115	100	x
> CC1=CC(=O)C=C(C)C1=O
    101	94	101	95	101	103	94	101
> COc1ccc(-c2nc(SCC(=O)c3ccc(C#N)cc3)[nH]c(=O)c2C#N)cc1
    94	84	85	89	95	95	102	99
> O=c1ccnc2n1CCN2
    107	104	104	103	99	110	95	98
> O=C1Nc2cc(-c3ccc(NS(=O)(=O)c4ccc(-c5ccccc5)cc4)cc3)ccc2/C1=C/c1ccc[nH]1
    83	11	55	59	40	52	38	46
> CC1(CO)CSC(Nc2ccc(F)cc2)=N1 (stereo not given)
    x	93	104	101	102	106	102	104
> COC(=O)C1CC(OC(=O)CCl)Cc2cc(Cl)ccc2N1 (stereo not given)
    89	92	93	90	91	101	87	95
> O=C(NC(=S)Nc1nc2ccccc2s1)c1ccc(-n2c(=O)[nH]c3ccccc3c2=O)cc1
    105	98	83	93	100	97	88	97
> O=C1CSC(=Nc2ccccc2F)N1
    107	102	100	93	103	109	105	102
> NS(=O)(=O)c1ccc(Nc2nc(Nc3ccccc3)nc3n[nH]c(=S)n23)cc1
    100	94	97	94	101	104	102	100
> CC(=O)N1N=C(c2ccc(Br)cc2)CC1c1cn(-c2ccccc2)nc1-c1ccc(OCc2ccccc2)cc1 (stereo not given)
    95	80	91	94	94	101	94	99
> CN(C)CCCNc1c2ccccc2nc2c1oc1ccc(Cl)cc12
    71	27	52	50	33	44	27	48

Source: PubChem BioAssay (NCI)

Outcome played no part in choosing rows; overall some 11% were active at least once.
